Source: PubChem BioAssay
RmlCD inh mix – RmlC and RmlD coupled enzyme inhibitors, primary screen, biochemical, 384-well, compound mixtures, retest; hit rate 0.39% among 110,000; inhibition, % at 5.5 µM; RmlC/RmlD coupled enzyme inhibition, 384-well mixture HTS; in the data active means inhibition above about 30%, passing the limit was not always enough; further: strong numbers were not always called active
HIV RNase H inh – HIV-1 RT RNase H inhibitors, primary screen, biochemical, fluorescence; inhibition, % at 10 µM; Gag-Pol polyprotein (Human immunodeficiency virus type 1 group M subtype B (isolate …; RT-RNase H RNA/DNA duplex cleavage; hit rate 1.9% among 65,000; in the data active means inhibition above about 50%
* marks the source's active call; other numbers are inactive results. Some of the compounds tested; the hit share may differ from the screen's.

What do the screens show for `COc1ccccc1NC(=O)CC(=O)CSc1nnc(-c2ccc(C)cc2)n1C`?
RmlCD inh mix: -1.2; HIV RNase H inh: -3.1

Results for CC(C)Cn1c(CN(C)Cc2ccccc2)nc2c1c(=O)n(C)c(=O)n2C ?
RmlCD inh mix: -6.5; HIV RNase H inh: -0.6

What do the screens show for `CC1=C(C(=O)Nc2ccccc2)C(c2ccccc2)N2C(=O)CSC2=N1` (centres undefined)?
RmlCD inh mix: 15.4; HIV RNase H inh: -6.0

Results for CCOC(=O)N1CCC2(CC1)C(C(=O)C13CC4CC(CC(C4)C1)C3)C2(C#N)C#N (centres undefined) ?
RmlCD inh mix: -8.4; HIV RNase H inh: 2.5

What do the screens show for `CC1CCN(c2oc(Cc3cccc4ccccc34)nc2C#N)CC1`?
RmlCD inh mix: -10.2; HIV RNase H inh: -23.1

Results for COc1ccccc1Cn1nnc2c(=O)[nH]c(C3CCN(C(=O)c4ccc(F)cc4)CC3)nc21 ?
RmlCD inh mix: 1.2; HIV RNase H inh: -18.6

What do the screens show for `Cc1cccc(Nc2nnc(-c3ccc(C(=O)N4C[C@H]5C[C@H](C4)c4cccc(=O)n4C5)cc3)c3ccccc23)c1`?
RmlCD inh mix: -4.3

How did COc1ccc(CNC(=O)c2ccc(S(=O)(=O)N3CCCC3)cc2)cc1OC do in these assays?
RmlCD inh mix: 7.8

How did Clc1cccc(Cl)c1COc1ccncc1 do in these assays?
RmlCD inh mix: -9.4; HIV RNase H inh: -4.7

How did COc1ccc(C2NC(=O)NC(C)=C2C(=O)Nc2cccc(C)c2C)cc1 (centres undefined) do in these assays?
RmlCD inh mix: 12.8; HIV RNase H inh: -0.6

What do the screens show for `Cc1cccc(N(CC(=O)NCc2ccc3c(c2)OCO3)C(=O)CCC(=O)Nc2ccccn2)c1`?
RmlCD inh mix: -0.7; HIV RNase H inh: 6.9

How did CCc1ccc(C(=O)COC(=O)CNC(=O)c2ccc(N3C(=O)c4ccccc4C3=O)cc2)cc1 do in these assays?
RmlCD inh mix: -12.4

What do the screens show for `O=C(CN1CCN(Cc2ccccc2)C1=O)NCCCN1CCOCC1`?
RmlCD inh mix: -265.1

What do the screens show for `COc1ccc(N(CN2C(=O)C3CC=CCC3C2=O)C(=O)c2ccco2)cc1` (centres undefined)?
RmlCD inh mix: 7.2

Results for COc1cc(OC)c2ccc(=O)oc2c1C(CCN1CCN(c2ccccc2)CC1)c1ccc2c(c1)OCO2 (centres undefined) ?
RmlCD inh mix: -3.5

What do the screens show for `Cc1ccc(C(C)C)cc1C(=O)CC1(O)C(=O)N(C)c2ccccc21` (centres undefined)?
RmlCD inh mix: -5.5; HIV RNase H inh: -7.1

What do the screens show for `CCn1c(=N)c(S(=O)(=O)c2ccc(F)cc2)cc2c(=O)n3ccccc3nc21`?
RmlCD inh mix: -13.4; HIV RNase H inh: 2.5

Results for CC1CCN(S(=O)(=O)c2ccc(-c3nnc(SCc4cccnc4)o3)cc2)CC1 ?
RmlCD inh mix: -0.2; HIV RNase H inh: -3.3

How did Cn1cc(Cl)c(C(=O)N/N=C/c2ccc(OS(=O)(=O)c3ccccc3)cc2)n1 do in these assays?
RmlCD inh mix: -22.0

How did NS(=O)(=O)c1cc(C2(O)NC(=O)c3ccccc32)ccc1Cl (centres undefined) do in these assays?
RmlCD inh mix: 3.9

An excerpt from above in order of molar mass, ascending.
How did Clc1cccc(Cl)c1COc1ccncc1 do in these assays?
RmlCD inh mix: -9.4; HIV RNase H inh: -4.7

Results for CC(C)Cn1c(CN(C)Cc2ccccc2)nc2c1c(=O)n(C)c(=O)n2C ?
RmlCD inh mix: -6.5; HIV RNase H inh: -0.6

What do the screens show for `COc1ccc(N(CN2C(=O)C3CC=CCC3C2=O)C(=O)c2ccco2)cc1` (centres undefined)?
RmlCD inh mix: 7.2

Results for CCOC(=O)N1CCC2(CC1)C(C(=O)C13CC4CC(CC(C4)C1)C3)C2(C#N)C#N (centres undefined) ?
RmlCD inh mix: -8.4; HIV RNase H inh: 2.5

What do the screens show for `CCn1c(=N)c(S(=O)(=O)c2ccc(F)cc2)cc2c(=O)n3ccccc3nc21`?
RmlCD inh mix: -13.4; HIV RNase H inh: 2.5

What do the screens show for `COc1ccccc1NC(=O)CC(=O)CSc1nnc(-c2ccc(C)cc2)n1C`?
RmlCD inh mix: -1.2; HIV RNase H inh: -3.1

Results for COc1ccccc1Cn1nnc2c(=O)[nH]c(C3CCN(C(=O)c4ccc(F)cc4)CC3)nc21 ?
RmlCD inh mix: 1.2; HIV RNase H inh: -18.6

Next part:
Results for CCOc1ccc2nc(NC(=O)CSc3nc4c(c(=O)n(C)c(=O)n4C)n3C(C)C)sc2c1 ?
HIV RNase H inh: -8.7

What do the screens show for `COc1ccc(CNC(=O)C2CCN(S(=O)(=O)c3ccc(-c4nn[nH]n4)cc3)CC2)cc1`?
RmlCD inh mix: -13.9; HIV RNase H inh: -2.0

What do the screens show for `COc1cc(OC)c(NC(=O)c2ccoc2C)cc1Cl`?
RmlCD inh mix: -19.7; HIV RNase H inh: -22.2

How did CCOC(=O)N1CCN(C(=O)CSc2nnc(Cc3cccn3C)n2CCc2ccccc2)CC1 do in these assays?
RmlCD inh mix: -7.0; HIV RNase H inh: -1.1

What do the screens show for `O=C(NCc1ccccc1F)C1CCN(C(=O)NCc2ccccc2)CC1`?
RmlCD inh mix: -5.1; HIV RNase H inh: -15.4

How did COc1ccc(NS(=O)(=O)c2ccc(SC)cc2)c(OC)c1 do in these assays?
RmlCD inh mix: -29.8

What do the screens show for `S=C(NCCc1ccccc1)Nc1ccc(Cl)cc1Cl`?
RmlCD inh mix: -11.4

How did c1ccc(-c2nnc(SCc3nnc(-c4cccs4)o3)o2)cc1 do in these assays?
RmlCD inh mix: 11.4

Results for CC(=O)Nc1ccc(S(=O)(=O)NCc2cn3c(C)csc3n2)cc1 ?
RmlCD inh mix: 10.2; HIV RNase H inh: -11.4

How did Nc1cc(=O)[nH]c(SCc2nc3ccccc3n2Cc2ccccc2)n1 do in these assays?
RmlCD inh mix: -160.4; HIV RNase H inh: -15.3

What do the screens show for `Cc1nc2ncnn2c(C)c1CCC(=O)N1CCN(c2ccccn2)CC1`?
RmlCD inh mix: -10.1; HIV RNase H inh: 1.7

How did Cc1nn(CC#N)c(=O)n1-c1ccc(F)cc1 do in these assays?
RmlCD inh mix: 5.0

What do the screens show for `COc1ccc(CN2CCN(S(=O)(=O)c3ccccc3)CC2)cc1Br`?
RmlCD inh mix: -6.9

What do the screens show for `COC(=O)CN(c1nc(C)cc(OC)n1)S(=O)(=O)c1ccc(C)cc1`?
RmlCD inh mix: -5.7; HIV RNase H inh: -10.2

What do the screens show for `O=[N+]([O-])c1cc(C(F)(F)F)ccc1NCCc1c[nH]c2ccc(O)cc12`?
RmlCD inh mix: -6.8

What do the screens show for `Clc1ccc2nc(CSc3nnc4ccccn34)cn2c1`?
RmlCD inh mix: -10.5

Results for CC1Cc2ccccc2N1Cc1nc2scc(-c3cccs3)c2c(=O)[nH]1 (centres undefined) ?
RmlCD inh mix: -7.9; HIV RNase H inh: 27.3

How did COc1cc2c(C(=O)NC3CCCCCC3)cn(C)c(=O)c2cc1OC do in these assays?
RmlCD inh mix: 10.8; HIV RNase H inh: -10.8

How did O=C(CSc1ncn[nH]1)NCCCc1ccccc1 do in these assays?
RmlCD inh mix: -2.5; HIV RNase H inh: -9.4

How did Cc1cccc(-n2c(C)n[nH]c2=S)c1 do in these assays?
RmlCD inh mix: -51.5

A portion taken from the entries so far, for reference:
What do the screens show for `COc1ccc(CNC(=O)C2CCN(S(=O)(=O)c3ccc(-c4nn[nH]n4)cc3)CC2)cc1`?
RmlCD inh mix: -13.9; HIV RNase H inh: -2.0

What do the screens show for `COc1cc(OC)c(NC(=O)c2ccoc2C)cc1Cl`?
RmlCD inh mix: -19.7; HIV RNase H inh: -22.2

New compounds follow
How did OC(CNCc1ccco1)Cn1c2ccc(Br)cc2c2cc(Br)ccc21 (centres undefined) do in these assays?
RmlCD inh mix: -20.4

What do the screens show for `CCOC(=O)c1ccc(N2C(=O)CC(Nc3ccc(CCO)cc3)C2=O)cc1` (centres undefined)?
RmlCD inh mix: 4.3

What do the screens show for `C=C(C)Cn1c(C(C)NC(=O)CCC)nc2ccccc21` (centres undefined)?
RmlCD inh mix: -2.2; HIV RNase H inh: -7.1

How did CCCCCNCc1ccc(Br)cc1 do in these assays?
RmlCD inh mix: 4.3

Results for O=C(N/N=C/c1ccc(Sc2nc3ccccc3s2)c([N+](=O)[O-])c1)c1ccccn1 ?
RmlCD inh mix: 2.5

What do the screens show for `N=C1C(c2ccc(Br)cc2)=C(O)C2CCc3ccccc3N12` (centres undefined)?
RmlCD inh mix: 5.4; HIV RNase H inh: -24.6

How did Cn1c(=O)n(CCc2ccccc2)c(=O)c2c1nc1n2CCCN1CCc1ccccc1 do in these assays?
RmlCD inh mix: -19.1; HIV RNase H inh: -3.4

How did CCOC(=O)c1ccc(CSc2nnc(-c3ccncc3)n2N)cc1 do in these assays?
RmlCD inh mix: -1.5; HIV RNase H inh: -2.7

How did CCCCCC(=O)N/N=C/c1cccs1 do in these assays?
RmlCD inh mix: -11.8

What do the screens show for `Cc1cccc(C(=O)NNC2=C(C(=O)C(F)(F)F)CCC2)c1O`?
RmlCD inh mix: 8.6

What do the screens show for `COc1ccccc1Cc1nc(-c2ccc(C)cc2)no1`?
RmlCD inh mix: -4.8; HIV RNase H inh: -26.6

Results for Cc1ccc(C(=O)Cn2cnc3ccccc3c2=O)cc1 ?
RmlCD inh mix: 6.5

Results for COc1ccc(NC(=O)c2ccccc2NC(=O)CSc2ccc(C)cc2)cc1 ?
RmlCD inh mix: 2.9

How did CC(=O)C1CCN(Cc2ccccc2)CC1 do in these assays?
RmlCD inh mix: 1.8

How did CCOc1ccccc1CN1CCN(S(=O)(=O)CC)CC1 do in these assays?
RmlCD inh mix: -0.5; HIV RNase H inh: -5.4

What do the screens show for `COc1ccccc1C1(O)CC2CCC(C1)N2S(=O)(=O)c1ccc(C(C)=O)cc1` (centres undefined)?
RmlCD inh mix: -0.9; HIV RNase H inh: -9.1

How did O=C(NCc1ccccc1)C1=C[C@@H](C2CCCCC2)C[C@@H](OCCCCO)O1 do in these assays?
RmlCD inh mix: -2.3

What do the screens show for `N#Cc1cccc(C(c2nnnn2CCc2ccccc2)N2CCN(C3CCCCC3)CC2)c1` (centres undefined)?
RmlCD inh mix: 7.2; HIV RNase H inh: 6.5

How did O=C(CCCn1c(SCC(=O)c2ccc(Cl)cc2)nc2ccccc2c1=O)NCc1ccco1 do in these assays?
RmlCD inh mix: 5.5; HIV RNase H inh: 16.2

How did CCOC(=O)c1cncc(NC(=O)c2ccccc2)c1 do in these assays?
RmlCD inh mix: 4.8; HIV RNase H inh: -18.0

How did CCC(c1nnnn1C1CCCC1)N(Cc1cccs1)Cc1cc2cccc(C)c2[nH]c1=O (centres undefined) do in these assays?
RmlCD inh mix: 9.6; HIV RNase H inh: 15.1

Results for CCOc1cc(/C=C2/C(=O)N(c3ccccc3)N=C2C)ccc1OC(=O)c1cccs1 ?
RmlCD inh mix: -37.3

What do the screens show for `COc1ccc(/C=N/n2c(SC)nnc2-c2ccccc2)c(OC)c1OC`?
HIV RNase H inh: -9.8

What do the screens show for `CC(C)=CCC/C(C)=C/Cc1c(O)ccc(C(=O)/C=C/c2ccc(O)cc2)c1O`?
RmlCD inh mix: -10.6

Results for Cc1nn(Cc2ccccc2)c(C)c1NC(=O)c1cc2nc(-c3ccco3)cc(C(F)(F)F)n2n1 ?
RmlCD inh mix: -33.9; HIV RNase H inh: 5.8

What do the screens show for `C[C@H](N)c1nnc(SCC(=O)c2ccc(Cl)cc2)o1`?
RmlCD inh mix: -12.0

Results for COc1ccc(CCC(=O)Nc2ccc(-c3noc(-c4ccc(OC)c(OC)c4)n3)cc2)cc1 ?
RmlCD inh mix: 31.0; HIV RNase H inh: 60.6*

Results for Cc1ccc2c(n1)CC(C)(C)CC2=O ?
RmlCD inh mix: 1.6

Results for Cc1cc(C(=O)COC(=O)c2csc3c2CCCC3)c(C)n1C ?
RmlCD inh mix: 7.5; HIV RNase H inh: -6.2

Results for CC(C)NC(=O)CSc1nnc(C2CC2)n1-c1ccccc1 ?
RmlCD inh mix: -8.8

How did CCc1cc2c(=O)c(-c3cscn3)coc2cc1OC do in these assays?
HIV RNase H inh: -3.5

Results for Cc1ccc(C(C(=O)NC2CCCCC2)N(CC2CCCO2)C(=O)CNC(=O)c2cccs2)cc1 (centres undefined) ?
RmlCD inh mix: -8.2

Results for COc1ccc(C2/C=C\CN(C(=O)Oc3ccc(C(F)(F)F)cc3)CC(=O)N2Cc2ccc(F)cc2)cc1 (centres undefined) ?
RmlCD inh mix: -8.0

Results for CCOc1cc(C(=O)CSc2nnc(CNc3ccc(Cl)cc3)o2)ccc1NC(=O)CC ?
RmlCD inh mix: -17.9; HIV RNase H inh: 67.0*

How did COc1ccc(NC(=O)CCCC(=O)OCC(F)(F)C(F)F)cc1 do in these assays?
RmlCD inh mix: 8.0; HIV RNase H inh: 3.2

Results for O=C1c2ccccc2-c2onc3ccc(NCCCn4ccnc4)c1c23 ?
RmlCD inh mix: -12.9; HIV RNase H inh: -238.3

How did O=C(CCCc1ccccc1)Nc1cccnc1 do in these assays?
RmlCD inh mix: -10.8

How did CCOc1ccc2nc(N3CCC(C(=O)Nc4nnc(CC)s4)CC3)sc2c1 do in these assays?
RmlCD inh mix: 5.3; HIV RNase H inh: 8.8

What do the screens show for `COCCN(C(=O)C1CC1)c1nnc(-c2ccc(C)cc2)s1`?
RmlCD inh mix: -4.2

Results for Cc1ccc(-n2cccc2C(=S)N=P(N(C)C)(N(C)C)N(C)C)cc1 ?
RmlCD inh mix: -7.7; HIV RNase H inh: 4.2

How did CC(C)(C)Sc1ccc(N)nc1 do in these assays?
RmlCD inh mix: -9.0; HIV RNase H inh: -9.6

How did CCOC(=O)N1CCN(c2cc(C)c(C(C)=O)cc2F)CC1 do in these assays?
RmlCD inh mix: 19.3; HIV RNase H inh: -6.9
